# SENP8 block-1 = SENP8 protease inhibitors, primary screen, biochemical, luminescence; AID 2540, 2010; purified SENP8, Z-RLRGG-aminoluciferin cleavage; 330,000 compounds, 1.2% hits; Sentrin-specific protease 8 (Homo sapiens), Q96LD8; inhibition, % at 10 µM; in the data active = inhibition above about 50%
# PfG6PD inh = PfG6PD enzyme inhibitors, primary screen, biochemical, fluorescence intensity, uHTS | PfGluPho enzyme, NADPH resazurin-diaphorase fluorescence | inhibition, % at 20 µM | 350,000 compounds, 0.78% hits | AID 504690, 2011;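 active = inhibition reaching at least a set limit at 20 µM in the primary screen, cut at about 59% in these data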;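 also: 0% = DMSO wells with substrate and 100% = DMSO wells lacking glucose-6-phosphate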
# SENP6 block = SENP6 protease inhibitors, primary screen, biochemical, luminescence, uHTS; Sentrin-specific protease 6 (Homo sapiens), Q9GZR1; Recombinant SENP6 catalytic domain, aminoluciferin luminescence; inhibition, % at 10 µM; 330,000 compounds, 1.8% hits;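 active = inhibition above about 50% at the single tested dose, limit read from the data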;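 also: plate controls were DMSO wells with enzyme for no effect and DMSO wells lacking enzyme for full effect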
# HKDC1 inh = HKDC1 hexokinase inhibitors, primary screen, biochemical, fluorescence, uHTS; inhibition, % at 20 µM; Q2TB90; recombinant HKDC1, G6PDH/diaphorase resazurin coupled fluorescence; AID 493160, 2011; 340,000 compounds, 0.16% hits;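 active = inhibition above about 35% when tested at 20 µM, limit read from the data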;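 also: plate controls were DMSO wells with enzyme for no effect and DMSO wells lacking enzyme for full effect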
# Target sequence (Q2TB90 whole entry, looked up): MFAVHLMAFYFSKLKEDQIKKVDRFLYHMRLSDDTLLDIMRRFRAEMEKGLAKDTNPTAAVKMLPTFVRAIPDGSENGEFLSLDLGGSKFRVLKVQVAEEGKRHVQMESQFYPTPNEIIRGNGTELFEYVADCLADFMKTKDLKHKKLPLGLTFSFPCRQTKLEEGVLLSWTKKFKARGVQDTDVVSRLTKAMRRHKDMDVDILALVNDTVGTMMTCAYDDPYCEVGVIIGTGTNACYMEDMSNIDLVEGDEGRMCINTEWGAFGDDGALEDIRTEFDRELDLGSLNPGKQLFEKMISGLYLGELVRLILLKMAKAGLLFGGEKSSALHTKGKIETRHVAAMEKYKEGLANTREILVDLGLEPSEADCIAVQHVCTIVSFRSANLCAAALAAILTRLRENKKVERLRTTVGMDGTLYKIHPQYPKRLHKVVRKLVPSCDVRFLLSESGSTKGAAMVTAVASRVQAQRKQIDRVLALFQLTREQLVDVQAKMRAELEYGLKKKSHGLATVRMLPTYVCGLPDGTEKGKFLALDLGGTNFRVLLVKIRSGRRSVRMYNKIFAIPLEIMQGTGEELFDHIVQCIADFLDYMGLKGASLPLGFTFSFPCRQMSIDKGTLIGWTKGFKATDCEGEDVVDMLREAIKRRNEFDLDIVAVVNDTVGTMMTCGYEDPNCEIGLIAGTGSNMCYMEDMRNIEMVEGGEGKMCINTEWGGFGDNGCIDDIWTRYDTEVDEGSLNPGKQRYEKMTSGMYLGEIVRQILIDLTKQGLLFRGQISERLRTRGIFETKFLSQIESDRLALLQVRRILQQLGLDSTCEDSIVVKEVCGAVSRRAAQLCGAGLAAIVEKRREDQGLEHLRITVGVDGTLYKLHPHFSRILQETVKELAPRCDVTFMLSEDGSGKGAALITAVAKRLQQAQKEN
#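 Material: recombinant HKDC1 hexokinase; Amount: HKDC1 at 5 µg/mL; Medium: Tris pH 8.0 buffer with MgCl2, Tween-20, BSA, BME; Schedule: 90 min reaction incubation at room temperature, dark; Technique: coupled resazurin fluorescence, excitation 525 nm, emission 613 nm.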
# NALP3 yeast inh = NALP3 inflammasome inhibitors in reconstituted yeast, primary screen, luminescence, uHTS | inhibition, % at 10 µM | AID 2825, 2010 | 330,000 compounds, 0.39% hits | Yeast reconstituted NLRP3/ASC/caspase-1, beta-gal luminescence, 24 h;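 active = inhibition of 50% or more; inactive = inhibition below 50%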;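 also: plate controls were induced DMSO wells for no effect and uninduced yeast grown without galactose for full effect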
# Apaf-1 inh = inhibitors of human Apaf-1 apoptosome, primary screen, biochemical, DEVD-Rh110 fluorescence, uHTS | reconstituted apoptosome caspase-3 activity | inhibition, % at 20 µM | 330,000 compounds, 0.71% hits; active = inhibition of at least 40% at 20 µM;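 also: plate controls were DMSO wells for no effect and DEVD-CHO caspase inhibitor wells for full effect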
#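 System – cell-free apoptosome with Apaf-1, procaspase-3 and caspase-9 · Buffer or medium – pH 7.5 Hepes buffer with CHAPS, BSA, DTT · Also added – cytochrome c with DEVD-Rh110 · Times – 30 min compound preincubation, 50 min activation, room temperature · Technique – Rh110 fluorescence intensity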
# SENP8 block-2 = human SENP8 protease inhibitors, primary screen, biochemical, fluorescence, Nedd8 protein substrate, uHTS; recombinant SENP8; inhibition, % at 20 µM; 360,000 compounds, 0.64% hits; AID 602440, 2012; Sentrin-specific protease 8 (Homo sapiens), Q96LD8; in the data active = inhibition mostly above about 40%, no sharp cut-off; inactive = mostly below about 27%
# SENP7 inh = SENP7 protease inhibitors, primary screen, biochemical, luminescence, uHTS. Sentrin-specific protease 7 (Homo sapiens), Q9BQF6. recombinant SENP7, Z-RLRGG-aminoluciferin luminescence, 40 min. inhibition, % at 5 µM. 330,000 compounds, 1.5% hits;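 active = inhibition above about 50% at the single test dose, limit read from the data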;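 also: plate controls were DMSO with enzyme for no effect and no enzyme buffer wells for full effect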
# SENP1 inh = human SENP1 catalytic domain inhibitors, primary screen, biochemical, FRET, uHTS; AID 624204, 2012; recombinant SENP1 catalytic domain, CyPet-SUMO1-YPet FRET cleavage; inhibition, % at 10 µM; 360,000 compounds, 0.21% hits;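 active = inhibition at least 30% at 10 µM, raw YFP signal under a set limit, fluorescence ratio 0.5 to 1.5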;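 also: 0% = enzyme with DMSO and 100% = no enzyme wells; some results filed as inactive read as strong as hits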
#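 material = recombinant human SENP1 catalytic domain, His6-tagged | quantity = 20 pM enzyme | reagent = 25 nM SUMO1 FRET substrate | compound dosing = 10 µM single point, 0.5% DMSO | timing = 50 min enzyme reaction, room temperature, light-protected | detection = FRET, CFP and YFP emission | control set = no-enzyme low, enzyme-DMSO high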
# An asterisk follows results filed as active; / = not tested or not shown.
SMILES,SENP8 block-1,PfG6PD inh,SENP6 block,HKDC1 inh,NALP3 yeast inh,Apaf-1 inh,SENP8 block-2,SENP7 inh,SENP1 inh
COc1ccc(C)cc1-n1nnnc1SCC(=O)Nc1cc(C)on1,-2,-4,1,-9,3,-10,10,-7,4
CC1CCc2sc(C(=O)N/N=C/c3ccc([N+](=O)[O-])cc3)cc2C1 (stereo unspecified),-9,-6,-18,0,13,8,2,-1,-2
CC(=O)Nc1cccc(Oc2nc(-c3ccccn3)nc3ccccc23)c1,2,17,-5,7,5,-11,6,3,2
O=c1[nH]c(/C=C\c2cccc(Cl)c2)nc(O)c1[N+](=O)[O-],-2,-3,1,13,18,33,18,0,1
O=C(CCC1COc2ccccc2O1)Nc1ccc(Cl)cn1 (stereo unspecified),9,4,-3,2,6,-7,21,6,1
CCCCOc1ccc(C(=O)NCC(=O)NCCOc2ccccc2OC)cc1,-3,-3,-7,-3,-1,-5,-12,-2,-1
O=C(Nc1cccc(Cl)c1Cl)C1CCCC1,2,9,-12,0,-15,8,14,2,3
O=C(O)[C@H](CO)Nc1ncnc2sc3c(c12)CCC3,7,-17,0,-7,-12,-4,-7,4,2
CN1C(=O)C(CC#N)(C2(CC#N)C(=O)N(C)c3ccccc32)c2ccccc21 (stereo unspecified),/,2,/,-6,/,/,14,/,0
COCCNc1nc(C)cc(-c2cc(C(=O)NC3CCCC3)on2)n1,-5,9,-2,-5,23,6,-330,7,1
CCC1CCCCN1S(=O)(=O)c1ccc(NC(=O)C2CC(=O)N(C(C)(C)C)C2)cc1 (stereo unspecified),/,1,/,-1,/,/,0,/,3
O=C(Cn1nnc2c(cnn2-c2ccccc2)c1=O)N1CCN(c2ccccc2F)CC1,-4,-1,-6,4,30,13,-88,-8,0

# Part of the list above in order of SMILES length, falling.
SMILES,SENP8 block-1,PfG6PD inh,SENP6 block,HKDC1 inh,NALP3 yeast inh,Apaf-1 inh,SENP8 block-2,SENP7 inh,SENP1 inh
CCC1CCCCN1S(=O)(=O)c1ccc(NC(=O)C2CC(=O)N(C(C)(C)C)C2)cc1 (stereo unspecified),/,1,/,-1,/,/,0,/,3
O=C(Cn1nnc2c(cnn2-c2ccccc2)c1=O)N1CCN(c2ccccc2F)CC1,-4,-1,-6,4,30,13,-88,-8,0
CC(=O)Nc1cccc(Oc2nc(-c3ccccn3)nc3ccccc23)c1,2,17,-5,7,5,-11,6,3,2
CCCCOc1ccc(C(=O)NCC(=O)NCCOc2ccccc2OC)cc1,-3,-3,-7,-3,-1,-5,-12,-2,-1
O=C(CCC1COc2ccccc2O1)Nc1ccc(Cl)cn1 (stereo unspecified),9,4,-3,2,6,-7,21,6,1

# (further entries)
SMILES,SENP8 block-1,PfG6PD inh,SENP6 block,HKDC1 inh,NALP3 yeast inh,Apaf-1 inh,SENP8 block-2,SENP7 inh,SENP1 inh
CC1CCCCN1CCCNC(=O)C1CCN(c2nc3ccccc3o2)CC1 (stereo unspecified),2,8,4,-6,6,6,6,-4,-5
CCOC(=O)c1ccccc1NC(=O)COc1ccccc1,-16,-8,6,2,10,6,-7,-9,0
CC(C)(CSc1ncccn1)NS(=O)(=O)c1ccccc1,9,12,8,-8,7,1,-2,3,0
CN(C)S(=O)(=O)c1cccc(COC(=O)CN2C(=O)NC3(CCCC3)C2=O)c1,5,3,10,0,16,-6,2,-2,-1
COCCNC(=O)CN1C(=O)NC2(CCOc3ccccc32)C1=O (stereo unspecified),3,-8,-28,0,5,46*,11,8,-10
Cc1c(Cl)cnc(NC(=O)COC(=O)c2nn(C)c(=O)c3ccccc23)c1Cl,-2,-9,5,1,-12,-3,17,-3,2
O=C(NCc1ccc(OC(F)(F)F)cc1)c1cccc2c1C(=O)c1ccc(N3CCCC3)cc1S2(=O)=O,12,2,0,-1,13,4,-2,-15,-29
c1ccc2c(c1)OCC(c1csc3ncnc(N4CCCCC4)c13)O2 (stereo unspecified),-9,-6,-14,0,-29,4,19,-3,1
O=C(NC1CCc2ccccc21)C1CCN(S(=O)(=O)c2ccc(Cl)cc2)CC1 (stereo unspecified),4,3,-6,-11,11,8,12,2,0
COc1cccc(-c2nc(CS(=O)(=O)CC(=O)Nc3cccc(C)c3C)c(C)o2)c1,0,-8,-12,-6,-4,14,5,3,1
COc1ccc(C(=O)OCC(=O)N(C)C2CCS(=O)(=O)C2)cc1S(=O)(=O)N1CCCc2ccccc21 (stereo unspecified),3,-5,0,3,16,-1,0,-10,0
CCOc1cc(NC(=O)c2cccs2)c(OCC)cc1NC(=O)c1cccnc1,-9,-9,3,-8,4,2,6,0,-23
O=C(NCc1ccco1)C(c1ccccc1F)N(Cc1cccnc1)C(=O)Cn1nnc2ccccc21 (stereo unspecified),-1,-8,11,-1,16,-3,15,7,0
CCOc1ccccc1Nc1nnc(SCC(=O)NCC2CCCO2)s1 (stereo unspecified),4,13,9,-1,-2,-2,3,3,2
Cc1c(N)cc2c(c1N)C(C)(C)CC2(C)C,/,83*,/,24,/,/,15,/,0
O=C(CCN1C(=O)S/C(=C\c2ccccc2)C1=O)NC1CCS(=O)(=O)C1 (stereo unspecified),2,-2,14,-5,1,-6,14,-7,2
Cc1onc(C(=O)NCCc2ccccc2)c1[N+](=O)[O-],-13,-5,-18,1,22,5,13,-9,-6
Cc1cc(C(=O)OCC(=O)Nc2cccnc2Cl)c2ccccc2n1,-9,12,-13,-4,19,5,2,-2,6
O=c1[nH]c(N/N=C\c2ccc3c(c2)OCO3)nc2ccccc12,15,24,56*,-1,0,-4,-387,48,-105
C/C(Cl)=C/Cn1c(SCCN2CCOCC2)nc2c1c(=O)[nH]c(=O)n2C,-2,22,-10,-2,-10,0,19,-7,2
COc1ccc(NC(=S)N2CCN(S(=O)(=O)c3ccccc3)CC2)cc1OC,-9,15,-12,8,20,10,7,11,0
COc1ccc(C2Oc3ccccc3N2C(C)=O)cc1 (stereo unspecified),-3,-12,3,-8,8,-10,17,3,1
Cc1nc2ccc(S(=O)(=O)NCC(=O)NCc3ccc4c(c3)OCO4)cc2s1,-2,-20,-3,-13,0,-2,18,-1,-1
CC(C)Cc1nnc(NC(=O)C2CSC3(C)CCC(=O)N23)s1 (stereo unspecified),-3,-5,-3,-4,19,-83,6,-6,0
Cc1ccc(S(=O)(=O)CNC(=S)c2ccc3ccccc3c2)cc1,-5,18,-4,4,14,7,24,8,1
COc1ccccc1NC(=O)C(=O)NNC(=O)COc1ccc2ccccc2c1,6,/,1,/,-3,17,7,4,-3
COc1ccc(-c2cn[nH]c2-c2ccc(O)cc2O)cc1OC,5,10,3,-6,4,-6,-1,-7,11
CCOC(=O)c1c(C=O)c(C)n(Cc2ccccc2)c1C,-2,-6,-16,2,8,10,24,-3,1
COc1cccc(CC(=O)NCC2(N3CCCCC3)CCCCC2)c1,2,-7,2,-11,-8,7,0,4,-17
COc1ccc(NC(=O)NC2(C(=O)N3CCCCCC3)CCCCC2)cc1,-9,-21,-22,-1,4,-2,26,-10,-4
O=C(CN1C(=O)NC2(CCOc3ccccc32)C1=O)NCc1ccc(F)cc1 (stereo unspecified),9,-9,5,-4,2,-11,10,-1,1
CO/N=C/c1ccc(Oc2ccc(C)cc2)nc1,-12,-12,-10,-7,23,6,11,-1,3
CC(=O)c1cccc(Nc2cc(C)nc3c(C)cccc23)c1,-4,16,3,-3,5,-19,-30,6,-3
CCc1ccc(NC(=O)CS(=O)CC(=O)NCC2OCCc3ccccc32)cc1 (stereo unspecified),-3,1,-11,-6,-6,12,14,-11,-1
CC(Oc1ccc(Cl)cc1)C(=O)/C=C/N(C)C (stereo unspecified),7,-9,3,-5,7,1,12,1,-87
COc1ccccc1OCC(=O)NC1CCCCCCC1,6,-8,16,-4,9,4,8,-3,1
O=C(CSc1nnnn1-c1ccc2c(c1)OCCO2)N1CCc2ccccc21,-7,-9,-15,13,8,9,8,-7,2
COc1ccc(NC(=O)CSc2nnc(-c3ccccc3Cl)n2Cc2ccco2)c(OC)c1,7,1,8,-5,22,6,34,2,0
CN(C(=O)COC(=O)/C=C/c1ccc(C(F)(F)F)cc1)c1c(N)n(Cc2ccccc2)c(=O)[nH]c1=O,0,-20,-5,-1,14,5,-1,0,1
Nc1nonc1C(=O)NCCNCc1c(OCc2ccccc2F)ccc2ccccc12,3,4,-2,-3,7,5,23,6,2
C[N+](C)(C)CCCCCC[N+](C)(C)C,-1,1,9,-7,13,-1,13,9,1
O=S(=O)(NC1c2cccc3cccc(c23)C1Sc1ncccn1)c1ccccc1 (stereo unspecified),-9,-6,-18,-14,-12,7,4,-7,-4
O=C(Cn1c(=O)oc2cc(S(=O)(=O)N3CCCC3)ccc21)Nc1ccccc1Br,-10,-17,-10,-4,10,-8,11,-3,1
C=CCn1c(SCc2csc(C)n2)nc2scc(-c3ccc(C)o3)c2c1=O,5,34,9,-7,25,6,-39,-4,-1
COc1cc(C(=O)CCN2CCC(c3ccccc3)C2)cc(OC)c1OC (stereo unspecified),6,-1,-10,-6,22,3,10,3,4
CCOc1ccccc1C(C(=O)NCCOC)N(CCOC)C(=O)Cn1nnc2ccccc21 (stereo unspecified),-9,-9,8,-14,12,5,15,-4,5
O=C(c1cc2c(s1)CCCC2)N1CCN(C(=O)C2CCCO2)CC1 (stereo unspecified),-4,-8,-22,3,-12,9,22,-5,1
CC(C)(C)c1ccc(-n2ncc3c2CCCC3NC(=O)c2ccncc2)cc1 (stereo unspecified),-9,16,-17,-6,10,2,4,-7,2
Cc1cccc(NC(=O)CSc2nc3c(c(=O)[nH]2)CCC3)c1C,-3,-13,4,10,7,1,14,-1,1
O=S(=O)(Nc1ccc(-c2cn3c(n2)SCC3)cc1)c1ccccc1F,-1,-9,19,-2,16,-1,-4,-9,-4
COc1ccc(N2CCCn3c2nc2c3c(=O)n(CCCc3ccccc3)c(=O)n2C)cc1,-2,/,-20,/,13,5,/,6,/
CC1CCN(c2ccc3c(c2)S(=O)(=O)c2cccc(C(=O)O)c2C3=O)CC1,-15,-6,0,2,22,3,7,-4,-2
CC1(C)CC(N2CCOCC2)=CC(=[N+]2CCOCC2)C1,-3,4,-1,-1,0,-1,13,-4,-1
Cc1ccc(N(CCCCN2C(=O)c3ccccc3C2=O)C(=O)c2cccc([N+](=O)[O-])c2)cc1,6,8,4,2,7,21,18,-9,2
